Bioassay records deposited in PubChem BioAssay by several laboratories.
NPY Y2 blocker = blocks the human neuropeptide Y Y2 receptor. P49146. NPY-Y2 expressing cells, antagonist mode. inhibition, % at 2.7 µM. hit rate 0.99% among 140,000. AID 793; in the data active means inhibition above about 17%;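 further: 0% = vehicle with agonist challenge and 100% = reference antagonist with challenge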
Target sequence (P49146 whole entry, looked up): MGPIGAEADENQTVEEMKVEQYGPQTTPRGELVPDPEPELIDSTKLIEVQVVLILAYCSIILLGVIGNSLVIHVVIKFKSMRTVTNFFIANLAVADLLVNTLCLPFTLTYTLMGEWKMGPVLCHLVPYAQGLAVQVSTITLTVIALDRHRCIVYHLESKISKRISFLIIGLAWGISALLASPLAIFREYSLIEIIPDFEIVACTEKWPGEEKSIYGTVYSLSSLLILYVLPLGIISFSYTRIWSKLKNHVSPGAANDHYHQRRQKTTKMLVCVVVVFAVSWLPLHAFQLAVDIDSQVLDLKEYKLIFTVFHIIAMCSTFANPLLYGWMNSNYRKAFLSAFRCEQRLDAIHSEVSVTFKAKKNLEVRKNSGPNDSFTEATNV
BB579 growth dn = reduces growth of yeast BB579 in restrictive medium | S. cerevisiae BB579 growth, OD615, 48 h | inhibition, % at 10 µM | hit rate 0.51% among 140,000 | AID 804;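 active means inhibition above a set limit, 3 SD over the mean compound inhibition, cut at about 44% in these data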; further: inactives centre near -24
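Detection: OD615 turbidity measurement; Material: Saccharomyces cerevisiae DeaD strain BB579, replicative lifespan model yeast; Timing: 48 h exposure, 30 °C; Doses: single 10 µM dose; Medium: CSMM-D restrictive synthetic medium containing dextrose (glucose); Controls: amphotericin B at 10 µg/mL as positive control.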
Yeast lifespan up = extends the lifespan of yeast; S. cerevisiae growth with nicotinamide, OD615; deaD strain in restrictive glucose medium; AID 775; inhibition of the nicotinamide effect, % at 10 µM; hit rate 0.68% among 130,000;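 active means inhibition above a set limit, placed 3 SD over the median of all compounds, cut at about 26% in these data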;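 further: 0% = nicotinamide-treated wells and 100% = cells grown without nicotinamide; some compounds called inactive have numbers as strong as hits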
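Assay system: engineered S. cerevisiae DeaD replicative-lifespan strain, galactose-grown log-phase cells; medium: restrictive CSMM-D dextrose medium; also added: nicotinamide, 1.5 mM, co-present with compound; schedule: 48 h compound exposure at 30 °C, humidified; detection: absorbance at 615 nm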
HCT116 bCat-KO = beta-catenin-lacking colon tumor cell growth suppression. HCT116 beta-catenin knockout viability, CellTiter-Glo, 60 h; hits give low values. hit rate 1.5% among 140,000. viability, % at 10 µM;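 active means viability at or under a set limit, the compound median less 4 SD, cut at about 6% in these data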;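 further: 0% = Hyamine 1622 control at 20 µM and 100% = untreated cell control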
MRP1 act = activates MRP-1; H69AR cells + doxorubicin, viability rescue, CellTiter-Glo; viability increase, % at 10 µM; hit rate 0.61% among 140,000;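 active means viability gain under doxorubicin at or above a set limit, the compound median plus 3 SD, cut at about 4.7% in these data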;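 further: MRP-1 overexpressing cells given doxorubicin 25 µM after compound pretreatment; 18-22 h compound pretreatment then 72 h with doxorubicin before readout; 0% = doxorubicin-only wells and 100% = vehicle-treated cells without doxorubicin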
PTEN del growth = PTEN-deleted cell growth suppression; HCT116 PTEN-null viability, CellTiter-Glo, 60 h; hits give low values; viability, % at 10 µM; hit rate 1.2% among 140,000;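 active means viability at or below a set limit, 4 SD under the median of all tested compounds, cut at about 3.7% in these data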;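 further: PTEN knockout HCT116 line with beta catenin targeted HCT116 as companion control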
E-sel TNF inh = TNF alpha driven E-selectin expression inhibition; inhibition, % at 2 µM; HUVEC TNFa-induced E-selectin immunofluorescence, high content; AID 1246; hit rate 0.71% among 120,000;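 active means inhibition above the batch mean plus 3 SD, and confirmed as a hit on visual image review, cut at about 43% in these data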;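 further: 0% = TNF-stimulated DMSO wells and 100% = unstimulated control wells; not every result past the cut was called active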
Measles CPE = protection of cells from measles virus; Measles virus-infected cells, CPE protection, absorbance; protection (pct of control), % at 4 µM; hit rate 1.5% among 140,000; AID 841; in the data active means protection mostly above about 24%, no sharp cut-off; inactive means mostly below about 26%; further: some compounds called inactive have numbers as strong as hits
Phagocyt inh = inhibitors of macrophage phagocytosis | J774A.1 macrophage IgG-bead phagocytosis, imaging | inhibition, % at 5 µM | hit rate 0.07% among 110,000 | AID 1029;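 active means inhibition above the mean of the plate negative controls plus 5 SD, cut at about 13% in these data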;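 further: phagocytic index as fraction of beads internalized from green versus red external bead signal; plate controls were DMSO negative control for no effect and cytochalasin-D positive control for full effect; some results beyond the cut were filed as inactive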
GALR2 blocker = blocks the human galanin receptor 2. GALR2-expressing cells, antagonist mode. inhibition, % at 4 µM. hit rate 0.39% among 140,000; in the data active means inhibition above about 27%;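 further: cells stimulated with galanin 1-16 at roughly its EC80; 0% = agonist challenge control and 100% = basal control without agonist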
Target sequence (O43603 whole entry, looked up): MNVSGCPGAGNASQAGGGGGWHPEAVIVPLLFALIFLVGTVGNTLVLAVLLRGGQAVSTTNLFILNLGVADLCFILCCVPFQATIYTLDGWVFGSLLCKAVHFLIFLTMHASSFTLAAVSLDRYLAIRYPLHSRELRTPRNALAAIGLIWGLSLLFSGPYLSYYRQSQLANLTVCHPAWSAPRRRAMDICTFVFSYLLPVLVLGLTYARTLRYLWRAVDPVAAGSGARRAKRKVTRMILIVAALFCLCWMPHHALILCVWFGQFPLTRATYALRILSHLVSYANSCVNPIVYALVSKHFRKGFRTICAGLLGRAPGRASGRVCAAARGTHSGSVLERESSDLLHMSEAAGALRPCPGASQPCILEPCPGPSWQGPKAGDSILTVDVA
* hit, by the source's call; / = not tested or not shown.

SMILES	NPY Y2 blocker	BB579 growth dn	Yeast lifespan up	HCT116 bCat-KO	MRP1 act	PTEN del growth	E-sel TNF inh	Measles CPE	Phagocyt inh	GALR2 blocker
Cc1cccc(NC(=O)CCOc2ccccc2)c1	5	-34	-20	99	0.0	100	5	13	-1	0
COc1cc(CCN2C(=O)c3cccc4cccc(c34)C2=O)c(S(=O)(=O)N2CCC(C)CC2)cc1OC	4	-31	4	85	0.9	83	-9	35	-9	-10
Cc1ccc2cc(C#N)c(SCC(=O)NNC(=O)Cc3ccccc3)nc2c1	3	-32	-7	88	-4.1	97	2	9	-9	-2
O=C(O)CCCNS(=O)(=O)c1ccc(Br)s1	2	-36	-10	95	-1.8	98	-27	20	-2	4
CN(C)N1C(N)=C(C#N)C(c2cccnc2)C2=C1CC(C)(C)CC2=O (stereo not given)	-1	-13	17	92	-3.1	88	-32	1	-6	-2
Cc1ccccc1NC(=O)c1ccc(NS(=O)(=O)c2cc(C(C)(C)C)cc(C)c2C)cc1	-1	-33	6	80	-2.8	69	9	7	-11	-13
C=CCn1c(=NC(=O)C2CCCCC2)sc2cc(NC(C)=O)ccc21	-2	1	-12	73	-3.3	58	-5	30	0	4
COc1cc(/C=C(\C#N)C(=O)NCC2CCCO2)ccc1OC(C)C (stereo not given)	2	2	-3	90	-2.7	105	8	12	-9	15
CCNC(=O)N1C(=O)C2(OCCO2)c2cc(Br)ccc21	2	-69	0	101	1.0	95	13	30	/	-4
N=c1ccn(Cc2ccc(Cl)c(Cl)c2)cc1	3	-23	-6	20	-1.3	19	14	10	4	-1
O=C(CSc1nnc(-c2ccccc2F)n1C1CC1)Nc1cccnc1Cl	1	-24	2	82	-1.5	96	/	7	1	13
S=c1[nH]cc(-c2ccccc2)n1-c1ccccc1	1	9	-11	107	0.4	108	11	4	/	-8
COc1ccc(C(C(=O)NC2CCCC2)N(C(=O)c2ccoc2C)c2ccc(C)cc2)cc1 (stereo not given)	19*	-19	-14	60	-0.7	57	13	4	1	-8
Cc1csc(-c2cnn(-c3ccccc3)c2NC(=O)c2cccc(F)c2)n1	4	-20	-19	88	-0.8	89	8	2	-2	9
O=C(O)c1ccc(COCC(F)(F)C(F)F)o1	2	-34	-8	104	-0.6	95	/	11	-5	-5
COc1ccccc1NC(=O)CN1CCC(n2nnc3cc(F)ccc32)CC1	3	-30	-8	60	0.9	65	4	5	-2	3
Cc1cccc(N2CCN(C(=S)c3ccc(-c4ccccc4[N+](=O)[O-])o3)CC2)c1	11	-65	4	34	-2.2	29	/	15	3	5
CN(Cc1ccccc1)C(=O)COC(=O)c1ccc(Cl)c(N)c1	3	5	-6	100	1.5	95	-4	18	-7	0
C1CCC(CNc2c3c(nc4nnnn24)CCCC3)CC1	4	-58	-6	80	-0.6	83	3	8	-1	-1
O=C1C2CCCN2C(=O)N1CCCN1CCN(c2cccc(Cl)c2)CC1 (stereo not given)	-1	-23	3	94	-1.2	102	/	12	-2	6
CCCCOc1ccc(Cc2c(Cl)nc(SC)nc2N2CCOCC2)cc1	8	-45	6	54	-2.4	54	/	3	-11	-2
Cc1cccc(Oc2nc3ccccn3c(=O)c2/C=C(\C#N)C(=O)NC2CCS(=O)(=O)C2)c1 (stereo not given)	1	-39	0	79	-3.7	83	8	12	-3	-11
COC(=O)C1CCN(C(=O)c2ccc(SC)cc2OC)CC1	-1	3	-10	97	-0.7	94	/	2	/	4
Cc1cc(Nc2ccccc2)nn1C(=O)c1ccccc1	0	-15	-19	1.5*	-1.1	1.2*	/	15	1	14
COc1ccc(C(CC(=O)c2ccc(O)cc2)S(=O)(=O)c2ccc(C)cc2)cc1 (stereo not given)	2	-25	-24	6.0*	-5.3	7	-19	4	/	9
O=C(NCCN1CCN(c2ccccc2)CC1)c1cccc(Br)c1	6	6	4	90	-0.1	88	-7	8	-1	-13
O=C(NCCN1CCCC1)c1ccc(Cn2c(=S)[nH]c3cc4c(cc3c2=O)OCO4)cc1	0	-30	-8	101	-1.1	94	/	3	-2	-3
Cc1ccc(NC2SC(=O)N(CC(=O)O)C2=O)cc1 (stereo not given)	3	-79	6	110	-1.5	104	-3	7	/	4
Cc1nc2ccccc2c(=O)n1NC(=O)/C=C/c1ccc(Br)cc1	18*	-36	1	109	2.0	92	12	7	-15	-9
CCOCC(=O)Nc1nc2ccc(OC)cc2s1	2	-19	-7	100	-3.0	99	-6	8	0	-16
CCN(CCCNC(=O)CCn1c(=O)[nH]c2ccccc2c1=O)c1cccc(C)c1	2	-25	-21	78	-1.4	94	4	5	0	-8
O=C(CCCOc1ccccc1)Nc1ccc2c(c1)OCCO2	15	3	-14	97	-2.5	105	1	7	-3	8
CCN(C(=O)COC(=O)/C=C/c1ccc(O)c(OC)c1)C1CCS(=O)(=O)C1 (stereo not given)	0	-30	-2	88	-2.1	95	/	5	1	9
COc1ccc2c(c1)c1nnc(SCC(=O)N3CCCCC3C)nc1n2C (stereo not given)	0	-50	-7	95	-1.7	100	18	13	/	7
COc1ccc(-n2nc3cc(C)c(NC(=O)CC(C)C)cc3n2)cc1	0	-46	-18	90	0.1	90	-3	6	0	6
CNC(=O)C1(CC(C)C)C=CCN1C(C)=O (stereo not given)	0	-50	2	99	-2.2	99	/	5	/	-5

An excerpt from above in order of their number in Yeast lifespan up, lowest first.
SMILES	Yeast lifespan up
Cc1cccc(NC(=O)CCOc2ccccc2)c1	-20
N=c1ccn(Cc2ccc(Cl)c(Cl)c2)cc1	-6
O=C(CSc1nnc(-c2ccccc2F)n1C1CC1)Nc1cccnc1Cl	2

The list goes on:
SMILES	NPY Y2 blocker	BB579 growth dn	Yeast lifespan up	HCT116 bCat-KO	MRP1 act	PTEN del growth	E-sel TNF inh	Measles CPE	Phagocyt inh	GALR2 blocker
COc1ccc(NS(=O)(=O)c2ccc(SC)cc2)cc1	0	-40	-16	89	-3.6	81	-8	4	4	-3
COc1cccc(-n2c(Cn3nc(C(F)(F)F)cc3C)n[nH]c2=S)c1	1	-1	2	83	-1.1	92	/	18	-4	-3
COC(=O)c1ccc2c(c1)SC1=C(CCCC1=O)N2	2	-29	-16	80	-1.0	88	28	26	-1	17
O=C(NCC(=O)N(c1ccccc1)C(C(=O)NC1CCCCC1)c1ccncc1)c1ccco1 (stereo not given)	2	-38	-11	93	-1.1	100	-15	27	-4	2
COc1ccc(C(=O)n2nc(C)cc2C)cc1Br	2	-20	-20	98	-1.1	103	-4	3	/	-3
O=C(CN1CCOCC1)Nc1c(-c2ccccc2)c2cc(Br)ccc2[nH]c1=O	3	-28	-14	89	-1.8	102	4	10	-1	-13
COc1cccc(N=c2oc3c(C)ncc(CO)c3cc2C(=O)Nc2ccccc2OC)c1	4	-42	-9	94	-0.5	109	-43	13	/	-7
CC1Oc2ccccc2N(CC(=O)N2CCc3ccccc32)C1=O (stereo not given)	6	-34	-2	93	-2.6	101	12	3	-2	-21
COc1ccc(OC)c(S(=O)(=O)NC(C)(C)C)c1	3	-19	-14	87	-2.7	80	1	21	-2	7
Cn1cnnc1SCc1ccc(C(=O)n2ncc(C#N)c2N)cc1	1	-21	-14	99	-0.1	104	4	9	-2	6
Cc1ccc(S(=O)(=O)N2CCN(c3ccc([N+](=O)[O-])c(Sc4nncn4C)c3)CC2)cc1	1	-49	2	63	-4.0	63	/	4	/	-6
CCSC1=N/C(=C\c2ccc(C)s2)C(=O)S1	1	-49	-6	89	-1.0	98	34	16	-7	-5
O=C(NCC1CCCCC1)C1CCN(C(=O)NC2CCCCC2)CC1	2	2	-11	95	0.3	88	1	16	0	-12
O=S1(=O)CC(O)C(NCc2cccnc2)C1 (stereo not given)	4	-22	-7	110	0.5	109	/	16	-1	3
Cc1ccc(S(=O)(=O)N(CCC#N)CCN2CCCC2)cc1	1	-34	-24	84	-3.7	82	-2	26	-2	-6
CCn1ncc(C2C(C(=O)Nc3ccc(C)cn3)=C(C)NC3=C2C(=O)CCC3)c1C (stereo not given)	0	-6	10	94	-0.7	103	/	6	2	-9
CN(C)CC(=O)Nc1cc(C(F)(F)F)ccc1Cl	1	-13	-9	89	-0.1	106	10	12	/	-8
CCOC(=O)/C(=C/c1ccc(Cl)cc1)NC(=O)c1ccco1	1	-46	12	91	-1.3	96	/	9	-3	6
Cc1ccc(/C=C/C(=O)NC(=S)N2CCN(C)CC2)cc1	5	-10	-4	90	-1.3	103	/	11	-9	3
O=c1oc2ccccc2c(NC(c2ccccc2)c2ccccc2)c1[N+](=O)[O-]	2	-70	10	78	-1.3	82	12	16	-4	1
Cc1cc2cc(CNC(=O)CCC(=O)O)ccc2[nH]1	0	-27	-5	100	-0.1	106	/	19	2	2
N#Cc1nc(Cc2cccc3ccccc23)oc1NCc1ccco1	2	-12	-12	89	-3.4	83	/	9	-1	4
CCOc1ccccc1C(=O)N[C@H](C(=O)OCc1cc(=O)oc2cc(C)ccc12)C(C)C	9	-30	7	85	2.5	86	/	/	-9	-2
Cc1nc(N2CCC(C)CC2)c2nnn(Cc3ccccc3)c2n1	6	-25	/	74	0.4	79	-16	15	/	-1
COc1ccc(O)c(C(=O)CC(=O)c2ccccc2)c1	2	-13	-30	65	-4.6	60	/	5	0	-14
Cc1cc(C)n(-c2ccc(C(=O)OCC(=O)c3ccc(Br)s3)cc2)n1	2	-12	-11	97	-0.3	104	12	9	0	-12
Cc1ccc(/C=N/NC(=O)CCCOc2ccc(Cl)cc2Cl)cc1	5	-39	4	22	-3.1	21	/	2	-8	-6
O=C(NCCCN1CCN(c2cccc(Cl)c2)CC1)c1ccc(N2CCCC2=O)cc1	1	-14	-17	67	-4.7	82	14	4	8	-5
Cc1sc2ncnc(NCC(c3ccco3)N3CCCC3)c2c1C (stereo not given)	1	-22	-3	31	-4.2	41	-3	26	-3	7
C=CCNC1=C(Cl)C(=O)c2ccccc2C1=O	2	60*	-7	28	-3.9	44	/	27	-2	4
O=C(CSc1n[nH]c(C2CCCC2)n1)NC1CCCC1	2	-34	5	101	0.1	106	/	7	-1	13
CC1(C)Cc2c(sc3ncnc(N)c23)CO1	2	12	-17	94	-3.0	93	1	2	-1	2
COC(=O)c1ccc(NC(=O)CN2CCN(c3ccccc3)CC2)cc1	6	-33	-3	94	-0.1	97	-12	11	-2	4
Cc1oc(-c2cccc(Cl)c2)nc1CN1CCC(C(=O)NCC2CCCO2)CC1 (stereo not given)	-1	-24	-6	99	-2.6	98	/	3	-1	-4
CCOC(=O)c1nnc(-c2ccc(C)cc2)nc1Sc1cccc(Cl)c1	1	-60	3	78	-0.1	80	/	2	0	-6
CC(=O)OC[C@H]1O[C@@H](Sc2cccc3cccnc23)[C@H](OC(C)=O)[C@@H](OC(C)=O)[C@@H]1OC(C)=O	2	-42	0	96	-2.7	93	/	11	4	7
c1ccc2c(N3CCCCCC3)nc(-c3ccncc3)nc2c1	5	-14	-8	66	-3.0	65	-2	11	0	-10
CN(C)S(=O)(=O)c1cccc(-c2nn(-c3ccccc3)cc2/C=C(\C#N)c2nc3ccccc3[nH]2)c1	2	-17	-2	69	-1.1	62	10	10	-6	-7
